human PMI inhibitors: MPI inhibition at elevated mannose 6-phosphate – biochemical, fluorescence intensity, high mannose 6-phosphate, primary screen (AID 1220) | inhibition, % at 20 µM, or IC50 in µM where a hit was titrated | 190,000 tested, 0.66% active | recombinant PMI enzyme, coupled fluorescence intensity; higher % means a stronger effect
UTI89 phage lysis: protection from phage-mediated lysis, alamar blue read-out – E. coli UTI89, K1F phage, bacterial capsule biogenesis inhibitors (AID 488966); E. coli UTI89 K1F phage lysis, alamar blue, 2 h; higher % means a stronger effect; inhibition, % at 100 µM; hits with a dose series show IC50 in µM; 340,000 tested, 0.02% active;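 active means phage lysis inhibition, versus mean bacterial control, above a set limit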;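 further: capsule biogenesis inhibitors block K1F phage lysis so surviving cells raise fluorescence; higher fluorescence means more inhibition of phage lysis; actives were called in the ten point dose series up to 300 µM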
human PMI inhibition: MPI enzyme activity inhibition – biochemical, fluorescence intensity, coupled assay, primary screen (AID 1209); purified PMI enzyme, coupled fluorescence intensity; higher % means a stronger effect; one-dose inhibition, % at 20 µM; IC50 in µM for titrated hits; 190,000 tested, 0.42% active;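 further: plate controls were DMSO vehicle for no effect and wells lacking substrate for full effect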
Lipid droplet: hepatic lipid droplet formation modulation | 240,000 tested, 0.4% active | inhibition, % at 6.5 µM | AML12 mouse hepatocytes, oleate lipid droplets, BODIPY imaging;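 active means lipid droplet intensity inhibited by at least 50%, with more than 500 cells counted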
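Assay system: AML12 mouse liver cells | Compound dosing: One dose, 6.5 µM compound | Read-out basis: Droplet intensity reduction, % inhibition | Measured by: Fluorescence imaging, 20x objective, two fields per well | Schedule: Overnight treatment with compound plus oleate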
XIAP antagonists: small molecules displacing peptide from XIAP – biochemical, IAP family, fluorescence polarization (AID 1018) | 200,000 tested, 0.007% active | XIAP BIR domain, fluorescence polarization peptide displacement; higher % means a stronger effect | displacement, % at 20 µM; hits with a dose series show IC50 in µM; in the data active means displacement above about 50%; further: a part of the inactive calls stands beside numbers as strong as those of hits
SIAH1 antagonists: blockers of Siah-1 interaction with plectin peptide – biochemical, fluorescence polarization, rhodamine-plectin, uHTS, primary screen (AID 1817); Siah-1 / rhodamine-plectin peptide fluorescence polarization; higher % means a stronger effect; one-dose displacement, % at 20 µM; IC50 in µM for titrated hits; 290,000 tested, 0.02% active;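 active means displacement of at least 50% at 20 µM, with a fluorescence ratio check between 0.3 and a set limit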;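 further: plate controls were Siah plus tracer with DMSO for no effect and tracer alone without Siah for full effect; strong numbers were not always called active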
TNAP activators: human TNAP enzyme activators, primary screen, biochemical, luminescent, no phosphate acceptor, uHTS (AID 1001); purified TNAP, luminescent activation assay, no phosphate acceptor; higher activation fold means a stronger effect; 200,000 tested, 0.03% active; one-dose activation fold at 20 µM; EC50 in µM for titrated hits; in the data active means activation fold from about 3, or a potency from the dose series; inactive means the rest, 99 in 100 with activation fold below about 1.6; further: many of its hits are not listed in these tables
M17LAP inhibition: P. falciparum M17LAP inhibitors, primary screen, biochemical, fluorogenic H-Leu-NHMec substrate, 1536-well (AID 1619). recombinant M17LAP, H-Leu-NHMec fluorogenic kinetic assay; higher % means a stronger effect. 220,000 tested, 0.38% active. inhibition, % at 30 µM; hits with a dose series show IC50 in µM;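 active means compound inhibiting the enzyme by more than half at any dose during confirmatory dose-response retesting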;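 further: plate controls were full reaction with DMSO carrier for no effect and no enzyme background for full effect; strong numbers were not always called active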
P. falciparum M1AAP: P. falciparum M1AAP inhibitors, biochemical, fluorogenic H-Leu-NHMec substrate, 1536-well (AID 1445); recombinant M1AAP, H-Leu-NHMec fluorogenic kinetic assay; higher % means a stronger effect; inhibition, % at 30 µM, or IC50 in µM where a hit was titrated; 220,000 tested, 0.42% active;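 active means primary inhibition above the hit cutoff, then over 50% inhibition at one or more dose response concentrations, cut at about 23% in these data, passing the limit was not always enough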;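 further: plate controls were DMSO full reaction for no effect and no enzyme background for full effect; strong numbers were not always called active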
Lipid droplet cells 6.5 µM: also measured in Lipid droplet; calls as there; cell count; measured here: cell count, cytotoxicity flag;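 cells counted across two imaged fields per well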
* marks the source's active call; other numbers are inactive results; . = no result given; [ ] = dose if it differs, or a comment. Unless noted, no stated cut-off is given here; in the data, active means inhibition above about 50%; inactive means the rest. Compounds as they come; about 1.9% have a hit in one of these screens.

SMILES	human PMI inhibitors	UTI89 phage lysis	human PMI inhibition	Lipid droplet	Lipid droplet cells 6.5 µM	XIAP antagonists	SIAH1 antagonists	TNAP activators	M17LAP inhibition	P. falciparum M1AAP
O=[N+]([O-])c1ccc(S(=O)(=O)Nc2nc3ccccc3nc2Nc2ccccc2)cc1	10.7%	.	1.4%	5.2	683	-6.6%	2.8%	1.1	-1.1%	2.4%
COc1ccc(C(=O)Nc2ccc3cn[nH]c3c2)c(OC)c1	3.6%	-1.2%	3.5%	3.8	705	2.7%	-3.3%	1.1	24.9%	5.0%
CCN(CC)S(=O)(=O)c1cccc(C(=O)Nc2ccc3c(c2)OCO3)c1	18.6%	-3.2%	18.7%	-1.0	512	-0.2%	10.6%	1	2.4%	4.3%
COC(=O)c1ccc(NC(=O)CN2CCN(c3ccc(Cl)cc3)CC2)cc1	1.7%	0.0%	11.3%	0.8	659	-7.1%	-0.7%	1	15.4%	19.5%
COCCn1c(COC)nc2ccccc21	3.6%	0.3%	10.0%	9.8	774	-4.0%	0.9%	1	-4.4%	0.0%
CN1C(=S)SC(/[N+]([O-])=C/c2cccnc2)C1(C)C (stereo not given)	-5.2%	1.8%	-4.4%	.	.	-5.7%	-4.3%	1.1	-0.6%	7.0%
Cc1cc2nc(-c3ccc(SCC(=O)Nc4ccc(S(=O)(=O)NC5CC5)cc4)nc3)[nH]c2cc1C	6.9%	-1.0%[50 µM]	16.8%	27.0	679	-3.0%	8.4%	1	2.4%	8.0%
CN1CCN(c2ccc(S(=O)(=O)N3CCCCC3)cc2[N+](=O)[O-])CC1	-7.7%	1.7%	-4.9%	-1.6	714	-7.0%	-4.2%	1	1.1%	4.2%
O=C(N/N=C/c1ccc2c(c1)OCO2)c1ccccn1	4.7%	2.8%	4.6%	.	.	-1.7%	10.5%	1	18.5%	15.4%
COc1cc(C(=O)Nc2ccc(N(C)C)cc2)c([N+](=O)[O-])cc1OC	20.3%	0.2%	16.9%	1.0	702	-2.7%	8.7%	1.1	-3.6%	4.6%
CNC(=O)c1ccccc1F	4.9%	0.8%	6.4%	-3.7	776	-4.9%	-1.6%	1.1	4.9%	-0.7%
CNC(=O)C1=NCCCc2cc(OC)c(OC)cc21	8.8%	4.7%	9.2%	12.2	753	-6.1%	-1.9%	1.1	15.8%	2.9%
C=CCN(CC=C)S(=O)(=O)c1ccc(C(=O)Nc2sc3c(c2C(N)=O)CCCCC3)cc1	-11.7%	1.5%[50 µM]	-0.4%	25.9	658	-8.8%	2.9%	1.1	1.3%	8.6%
CCOC(=O)c1ccccc1NC(=O)CN(c1cccc(OC)c1)S(C)(=O)=O	11.4%	0.2%	0.6%	.	.	-4.7%	-1.7%	1	14.5%	3.0%
COc1cccc2c1OCC(CN1CCN(CCC(C)C)C(CCO)C1)=C2 (stereo not given)	-3.6%	0.0%	0.1%	-7.2	714	-5.9%	3.1%	1.1	.	.
CCn1c(COc2ccc(Cl)cc2)nnc1SCC(=O)Nc1ccc2c(c1)OCO2	11.0%	0.4%	6.8%	.	.	-4.3%	-1.0%	0.9	3.4%	-12.7%
O=C(Nc1cccc(S(=O)(=O)N2CCCCC2)c1)c1c2c(nc3ccccc13)CCN(Cc1ccccc1)C2	14.6%	6.4%	21.5%	-16.9	638	-3.0%	-2.1%	1.2	-0.3%	0.0%
Cc1cc(S(=O)(=O)N2CCCC(C(=O)Nc3ccc(C(=O)O)cc3)C2)ccc1Cl (stereo not given)	-3.8%	-0.9%	-0.2%	1.7	689	-10.5%	6.4%	1	0.4%	0.9%
CCOc1ccc(N(C)S(=O)(=O)c2ccc3[nH]cc(C(=O)NCCOC)c(=O)c3c2)cc1	10.6%	0.3%	-1.1%	-6.1	684	-7.9%	3.2%	1	-0.9%	-0.6%
O=C(C1=C[C@@H](C2CCCCC2)C[C@@H](OCc2ccc(CO)cc2)O1)N1CCN(Cc2ccc3c(c2)OCO3)CC1	13.5%	0.2%	19.6%	-1.7	666	-3.1%	0.5%	1	-3.9%	-1.9%
CCn1c(C(C)NC(=O)c2ccc(Cl)cc2)n[nH]c1=S (stereo not given)	-2.5%	0.5%	-2.2%	-12.5	732	1.5%	1.1%	0.9	7.8%	-0.2%
O=C(O)c1ccc(N=Cc2nc(-c3ccco3)oc2O)cc1	-4.1%	0.2%	-13.0%	-2.2	738	-6.3%	0.9%	1.1	11.0%	14.4%
COc1ccc(-n2cc(-c3ccccc3)[n+]3c2CCCCC3)cc1	6.6%	1.2%	8.4%	-28.0	665	-2.5%	0.7%	1.1	-1.5%	0.9%
CCn1c(SCC(=O)Nc2sc3c(c2C#N)CCCC3)nnc1-c1ccco1	-4.6%	4.4%	9.0%	12.6	698	-4.4%	-7.9%	0.7	0.8%	6.0%
Cc1cc(C)cc(C(=O)NCC(=O)OCC(=O)N2c3ccccc3NC(=O)C2(C)C)c1	7.4%	0.1%	10.3%	-22.0	673	-6.8%	9.7%	1	-9.4%	4.2%
CC(C)C1CC(c2ccccc2)(C(CN)CO)CCO1 (stereo not given)	-5.3%	-0.3%	-5.0%	-1.7	672	-5.9%	0.9%	1	1.0%	0.5%
CCc1cc2cccc(C)c2nc1SCC(=O)Nc1cc(C)on1	9.3%	0.3%	14.0%	5.5	726	-7.6%	1.9%	1.1	.	.
CCCCc1nc2ccccc2[nH]1	8.0%	0.2%	6.7%	8.1	720	-7.9%	8.8%	1.1	0.6%	2.2%
COC(=O)/C=C/c1ccc(-n2ccnc2)cc1	-10.0%	-0.2%	-13.1%	-1.9	677	-6.3%	-4.1%	1.1	1.2%	-1.5%
Cc1cc(C)nc(NN2C(=O)/C(=C/c3ccccc3)SC2=S)n1	-1.4%	2.4%	7.3%	.	.	-6.0%	-7.6%	0.6	7.9%	-1.3%
O=C(/C=C/c1ccc([N+](=O)[O-])cc1)NCc1ccco1	3.6%	2.6%	5.8%	11.0	656	-5.8%	16.1%	1	11.1%	2.9%
Cn1cnnc1SCC(=O)Nc1ccccc1F	21.9%	0.3%	-2.0%	8.6	662	-0.8%	-2.3%	1.1	5.8%	6.7%
Cc1ccc2nc3n(c(=O)c2c1)CCCCC3	11.3%	2.0%	8.6%	5.7	657	-14.6%	0.7%	1.1	-0.1%	-1.6%
NC(=S)N=Nc1c(O)n(Cc2ccc(F)cc2)c2ccccc12	7.1%	-0.1%	13.5%	8.9	675	-5.6%	18.7%	0.9	-5.2%	20.9%
CCCCn1nnnc1SCC(=O)c1cc(Cl)ccc1OC	-1.0%	-0.7%	-0.8%	.	.	-2.0%	1.2%	1	4.1%	0.2%
O=C(Nc1cccnc1)c1cccnc1Cl	-9.0%	1.0%	-6.6%	-24.8	751	-9.2%	-1.9%	1.1	-2.2%	-1.7%

Three compounds out of the list above, ordered by the number in M17LAP inhibition, low to high:
Structure	human PMI inhibitors	human PMI inhibition	XIAP antagonists	SIAH1 antagonists	TNAP activators	M17LAP inhibition	P. falciparum M1AAP
COc1cc(C(=O)Nc2ccc(N(C)C)cc2)c([N+](=O)[O-])cc1OC	20.3%	16.9%	-2.7%	8.7%	1.1	-3.6%	4.6%
O=[N+]([O-])c1ccc(S(=O)(=O)Nc2nc3ccccc3nc2Nc2ccccc2)cc1	10.7%	1.4%	-6.6%	2.8%	1.1	-1.1%	2.4%
CC(C)C1CC(c2ccccc2)(C(CN)CO)CCO1 (stereo not given)	-5.3%	-5.0%	-5.9%	0.9%	1	1.0%	0.5%

Next section.
SMILES	human PMI inhibitors	UTI89 phage lysis	human PMI inhibition	Lipid droplet	Lipid droplet cells 6.5 µM	XIAP antagonists	SIAH1 antagonists	TNAP activators	M17LAP inhibition	P. falciparum M1AAP
Cc1ccc(-n2nc3ccc(NC(=O)/C=C/c4ccco4)cc3n2)cc1	3.9%	0.0%	-0.2%	7.3	651	0.3%	21.2%	1.1	13.5%	11.8%
O=C(CSCc1ccc(Br)cc1)N1CCOCC1	-1.4%	0.2%	1.7%	2.1	765	-9.5%	1.1%	1.1	10.7%	1.6%
Cc1nnsc1C(=O)NNS(=O)(=O)c1ccccc1	-4.6%	-0.6%	-1.2%	.	.	-3.5%	4.3%	1.1	-10.8%	4.2%
CCN(CC)S(=O)(=O)c1cc(NC(=O)C(C)Nc2ccccc2N2CCOCC2)ccc1C (stereo not given)	4.1%	-1.1%	-9.7%	-13.2	654	-2.0%	-3.7%	1.2	-11.5%	-2.8%
COCCCN1C(=O)C(=O)/C(=C(/O)c2ccccc2)C1c1ccc(N(C)C)cc1 (stereo not given)	-53.6%	-0.6%	-29.8%	.	.	-1.9%	6.0%	1.1	44.9%	2.2%
CCc1ccc(N2CN(Cc3cccnc3)CNC2=S)cc1	.	1.1%	.	3.8	683	.	12.8%	.	-8.1%	-1.7%
COc1ccc(C(=O)N2CCOC2CNC(=O)C(=O)NCc2ccc(Cl)cc2)cc1 (stereo not given)	3.6%	0.0%	-4.5%	-20.8	677	-0.6%	12.9%	1.1	-2.4%	6.8%
Cc1c(C)[n+](=O)c(-c2ccc(Br)cc2)c(C)n1[O-]	.	-0.9%	.	24.7	668	.	-2.5%	.	7.0%	-1.4%
Cc1nn(C(=O)c2cccnc2)c(C)c1Sc1ccc(Br)cc1	2.6%	-0.8%	7.1%	.	.	-6.1%	0.6%	1	2.6%	-2.5%
COc1ccc(CN2CCCCC2C)c(C)c1C (stereo not given)	1.2%	0.8%	5.6%	4.0	805	-3.5%	-0.8%	1.1	2.0%	-2.4%
O=C(COC(=O)c1cccc(NC(=O)c2ccco2)c1)c1ccc(Br)cc1	9.5%	0.1%	9.3%	.	.	-4.5%	4.3%	1	-2.1%	-4.0%
O=S(=O)(NCCc1csc(-c2ccc(C(F)(F)F)cc2)n1)c1ccc2c(c1)OCCO2	16.3%	0.4%	16.8%	1.6	629	45.1%	5.1%	1	7.3%	3.7%
CCOCCCN(C(=O)c1ccco1)C(C(=O)NC1CCCC1)c1cccc(OC)c1OC (stereo not given)	16.6%	0.0%	7.1%	.	.	-3.1%	1.3%	1.1	-4.6%	-0.7%
Cn1cnnc1SCC(=O)c1c[nH]c2ccccc12	-4.1%	-1.1%	-12.3%	.	.	-3.2%	5.3%	0.9	6.3%	-3.1%
Cc1ccc(C2=NN(CCC(=O)NCCC(C)C)C(=O)CC2)cc1	9.9%	.	9.3%	-6.2	659	-4.7%	9.2%	1.1	-6.9%	2.9%
Cc1ccc(S(=O)(=O)CC(C)N2CCN(C3CCCCC3)CC2)cc1 (stereo not given)	-1.1%	1.4%	4.3%	-4.4	797	4.9%	-5.6%	1.1	-16.0%	1.7%
Cc1ccc2nc(SCc3nc4cc(Cl)ccc4c(=O)[nH]3)[nH]c2c1	-3.8%	0.2%	-5.9%	-15.6	715	-8.4%	7.4%	1.6	2.1%	-2.0%
COc1cc(NC(=O)c2csc(N)n2)cc(C(=O)Nc2cccc(C(F)(F)F)c2)c1	.	-0.1%	.	3.8	653	.	1.4%	.	1.7%	1.3%
